Source: PubChem BioAssay
TcdB GH inh: inhibitors of Clostridioides difficile toxin B glycohydrolase; 350,000 compounds, 0.24% hits; inhibition, % at 9.99 µM; P18177; TcdB glycohydrolase enzymatic assay, plate reader; in the data active = inhibition above about 10%
Target sequence (P18177 whole entry, looked up): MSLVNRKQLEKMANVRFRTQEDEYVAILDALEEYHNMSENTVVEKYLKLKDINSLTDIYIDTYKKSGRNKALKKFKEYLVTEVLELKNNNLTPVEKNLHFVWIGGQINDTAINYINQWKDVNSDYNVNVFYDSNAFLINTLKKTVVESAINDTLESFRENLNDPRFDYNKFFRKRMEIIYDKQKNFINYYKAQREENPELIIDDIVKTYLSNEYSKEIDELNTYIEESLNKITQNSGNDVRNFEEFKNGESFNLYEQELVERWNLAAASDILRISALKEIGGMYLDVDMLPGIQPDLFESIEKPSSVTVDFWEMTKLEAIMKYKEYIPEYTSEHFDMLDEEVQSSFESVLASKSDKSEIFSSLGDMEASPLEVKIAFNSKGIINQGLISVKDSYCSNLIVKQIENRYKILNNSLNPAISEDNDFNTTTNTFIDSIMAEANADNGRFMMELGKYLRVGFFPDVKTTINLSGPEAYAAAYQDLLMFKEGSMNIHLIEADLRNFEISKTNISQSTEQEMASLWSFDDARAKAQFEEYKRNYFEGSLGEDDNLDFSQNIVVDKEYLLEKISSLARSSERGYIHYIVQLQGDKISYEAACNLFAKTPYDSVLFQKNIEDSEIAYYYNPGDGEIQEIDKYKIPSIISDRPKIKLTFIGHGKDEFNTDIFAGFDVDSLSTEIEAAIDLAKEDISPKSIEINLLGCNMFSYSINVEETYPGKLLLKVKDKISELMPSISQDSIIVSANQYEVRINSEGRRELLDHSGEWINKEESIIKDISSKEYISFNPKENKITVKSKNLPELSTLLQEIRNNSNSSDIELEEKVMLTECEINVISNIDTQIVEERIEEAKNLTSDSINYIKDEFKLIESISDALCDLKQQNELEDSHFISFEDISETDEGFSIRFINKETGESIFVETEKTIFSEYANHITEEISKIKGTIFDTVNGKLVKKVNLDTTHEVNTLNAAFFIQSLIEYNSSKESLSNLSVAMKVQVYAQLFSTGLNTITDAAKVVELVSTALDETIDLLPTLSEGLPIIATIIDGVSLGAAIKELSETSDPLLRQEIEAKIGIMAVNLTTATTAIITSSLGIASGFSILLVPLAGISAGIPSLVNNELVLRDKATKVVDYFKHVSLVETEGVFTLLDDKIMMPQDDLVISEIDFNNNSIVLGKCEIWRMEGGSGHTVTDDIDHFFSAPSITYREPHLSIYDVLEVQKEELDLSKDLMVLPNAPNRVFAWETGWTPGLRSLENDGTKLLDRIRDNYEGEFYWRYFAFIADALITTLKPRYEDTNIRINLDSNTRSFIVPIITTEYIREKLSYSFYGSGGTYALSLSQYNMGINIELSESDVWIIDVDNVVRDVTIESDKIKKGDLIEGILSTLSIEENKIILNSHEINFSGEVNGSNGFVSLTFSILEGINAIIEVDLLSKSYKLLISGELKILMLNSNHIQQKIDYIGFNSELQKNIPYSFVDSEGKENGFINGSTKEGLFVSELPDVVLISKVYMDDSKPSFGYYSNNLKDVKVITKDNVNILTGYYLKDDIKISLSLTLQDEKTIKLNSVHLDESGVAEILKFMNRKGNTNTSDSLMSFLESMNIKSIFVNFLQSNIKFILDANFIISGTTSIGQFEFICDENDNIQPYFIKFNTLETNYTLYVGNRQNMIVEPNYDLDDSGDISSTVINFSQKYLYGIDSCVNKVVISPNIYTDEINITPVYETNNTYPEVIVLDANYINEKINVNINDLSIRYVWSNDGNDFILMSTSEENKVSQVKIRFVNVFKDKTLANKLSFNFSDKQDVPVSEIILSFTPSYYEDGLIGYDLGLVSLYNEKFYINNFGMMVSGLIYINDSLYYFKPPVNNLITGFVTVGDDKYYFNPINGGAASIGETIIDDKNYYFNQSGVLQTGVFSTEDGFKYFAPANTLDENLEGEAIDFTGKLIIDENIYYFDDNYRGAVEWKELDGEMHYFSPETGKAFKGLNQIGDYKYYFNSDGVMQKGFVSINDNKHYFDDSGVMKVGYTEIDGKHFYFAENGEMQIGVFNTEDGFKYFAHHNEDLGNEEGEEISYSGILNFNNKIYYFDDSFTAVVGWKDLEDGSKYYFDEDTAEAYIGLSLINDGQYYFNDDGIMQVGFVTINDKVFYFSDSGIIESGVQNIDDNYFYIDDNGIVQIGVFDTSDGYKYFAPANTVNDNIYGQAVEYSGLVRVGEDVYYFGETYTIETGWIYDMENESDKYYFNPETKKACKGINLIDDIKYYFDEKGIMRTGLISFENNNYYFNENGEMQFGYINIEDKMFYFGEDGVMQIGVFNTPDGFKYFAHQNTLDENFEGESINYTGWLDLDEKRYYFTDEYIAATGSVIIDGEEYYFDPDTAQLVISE
Starred values were filed as active, the others as inactive; & = joins results of further samples.

SMILES	TcdB GH inh
O=C(c1cccc(F)c1)N1CC2(C1)[C@H](c1ccccc1)[C@H](CO)N2C(=O)C1CCC1	0.3
O=C(NCC[C@@H]1CC[C@@H](NS(=O)(=O)c2ccc(Cl)cc2)[C@H](CO)O1)Nc1ccc(F)cc1	1.1
C/C=C/c1ccc([C@H]2[C@@H](CNC(=O)c3ccncc3)N(C(=O)CC)[C@H]2CO)cc1	-4.8
O=S(=O)(c1ccc(F)cc1)N1CCCCN2[C@H](CO)[C@@H](c3ccc(-c4ccccc4F)cc3)[C@H]2C1	-0.4
C[C@H]1CN([C@@H](C)CO)C(=O)c2cccc(N(C)C)c2O[C@H]1CN(C)S(C)(=O)=O	-0.6
C[C@@H]1CCCCO[C@@H](CN(C)C(=O)CCC(F)(F)F)[C@H](C)CN([C@@H](C)CO)C(=O)c2cc(NC(=O)C3CCCCC3)ccc2O1	-1.1
COCC#Cc1ccc2c(c1)O[C@H](CN(C)S(=O)(=O)c1cccc(F)c1)[C@H](C)CN([C@@H](C)CO)S2(=O)=O	-0.2
Cc1cc(C(=O)Nc2cccc3c2O[C@@H](CN(C)S(=O)(=O)c2cccs2)[C@H](C)CN([C@H](C)CO)C3=O)n(C)n1	-0.8
C[C@@H]1CN([C@H](C)CO)C(=O)c2cccc(NC(=O)c3nc4ccccc4s3)c2O[C@@H]1CN(C)C(=O)Nc1ccccc1	0.0
CN(C)C(=O)C[C@H]1C=C[C@H](NC(=O)C2CCOCC2)[C@@H](CO)O1	0.1
C[C@H](CO)N1C[C@H](C)[C@H](CN(C)Cc2ccc(Cl)c(Cl)c2)Oc2c(NS(=O)(=O)c3cn(C)cn3)cccc2C1=O	0.9
C[C@@H]1CN([C@H](C)CO)C(=O)c2cc(NC(=O)NC3CCCCC3)ccc2O[C@@H]1CN(C)S(C)(=O)=O	-0.1
CCN(C[C@@H]1N[C@H](CO)[C@H]1c1ccc(-c2cccc(F)c2)cc1)C(=O)COC	-0.5
COCC(=O)N1C[C@H](C)[C@@H](OC)CN(C)C(=O)c2cc(NC(=O)c3cnccn3)ccc2OC[C@H]1C	-0.7
COc1ccc(CN(C)C[C@H]2OCCCC[C@H](C)Oc3ccc(NC(=O)CCCN(C)C)cc3C(=O)N([C@H](C)CO)C[C@H]2C)cc1	-0.2
C[C@@H]1CN([C@@H](C)CO)S(=O)(=O)c2ccc(-c3ccccc3)cc2O[C@@H]1CN(C)C(=O)CC1CC1	0.0
C[C@@H]1CN([C@H](C)CO)C(=O)Cc2cc(NC(=O)Cn3cnnn3)ccc2O[C@H]1CN(C)Cc1ccc(-c2ccccc2)cc1	1.6
COc1ccc(CN(C)C[C@@H]2OCCCC[C@@H](C)Oc3ccc(NS(=O)(=O)c4cccs4)cc3C(=O)N([C@H](C)CO)C[C@H]2C)cc1	1.0
O=C(C[C@@H]1CC[C@@H]2[C@H](COC[C@H](O)CN2CC2CC2)O1)NCC1CC1	-0.4
CC(C)C(=O)Nc1ccc2c(c1)C(=O)N(C)[C@H]1CC[C@@H](CC(=O)NCc3ccccc3)O[C@H]1CO2	-0.8

The last 3 compounds of the part before are carried over, then new ones follow:
SMILES	TcdB GH inh
COc1ccc(CN(C)C[C@@H]2OCCCC[C@@H](C)Oc3ccc(NS(=O)(=O)c4cccs4)cc3C(=O)N([C@H](C)CO)C[C@H]2C)cc1	1.0
O=C(C[C@@H]1CC[C@@H]2[C@H](COC[C@H](O)CN2CC2CC2)O1)NCC1CC1	-0.4
CC(C)C(=O)Nc1ccc2c(c1)C(=O)N(C)[C@H]1CC[C@@H](CC(=O)NCc3ccccc3)O[C@H]1CO2	-0.8
COc1ccc(NC(=O)Nc2ccc3c(c2)C(=O)N([C@H](C)CO)C[C@@H](C)[C@@H](CN(C)S(=O)(=O)c2ccc(Cl)cc2)O3)cc1	-0.4
CO[C@@H]1CN(C)C(=O)c2ccc(NC(=O)C3CCC3)cc2OC[C@H](C)NC[C@@H]1C	1.5
COc1ccc2c3c([nH]c2c1)[C@@H](CO)N(C(=O)c1ccccn1)CC31CCN(C(=O)C2CCCCC2)CC1	0.7
CN1CCN(C(=O)C2=C[C@H](c3ccc(Br)cc3)C[C@H](OCc3ccc(CO)cc3)O2)CC1	-0.2
CCCNC(=O)N(C)C[C@@H]1Oc2cc(C#C[C@H](C)O)ccc2S(=O)(=O)N([C@H](C)CO)C[C@@H]1C	0.0
COCC#Cc1ccc([C@H]2[C@H]3CN(C(=O)C4CCC4)CC(=O)N3[C@H]2CO)cc1	1.1
C[C@H](CO)N1C[C@H](C)[C@H](CN(C)CC2CC2)OCCCC[C@H](C)Oc2ccc(NC(=O)C3CCCCC3)cc2C1=O	-2.2
C[C@H]1CCCCO[C@H](CN(C)S(=O)(=O)c2ccc(Cl)cc2)[C@@H](C)CN([C@@H](C)CO)C(=O)c2cc(NS(=O)(=O)c3ccc(F)cc3)ccc2O1	1.4
C[C@@H]1CN([C@@H](C)CO)S(=O)(=O)c2ccc(C#CC3CC3)cc2O[C@@H]1CN(C)Cc1ccccc1	0.7
C/C=C/c1ccc2c(c1)O[C@H](CN(C)C(=O)NCCC)[C@H](C)CN([C@@H](C)CO)S2(=O)=O	0.2
CO[C@@H]1CN(C)C(=O)c2ccc(NS(=O)(=O)c3ccccc3)cc2OC[C@H](C)N(C)C[C@H]1C	0.8
O=C(c1cccc(F)c1)N1CCCCN2[C@H](CO)[C@@H](c3ccc(-c4ccncc4)cc3)[C@H]2C1	-0.2
C[C@H](CO)N1C[C@H](C)[C@H](CN(C)C(=O)NC2CCCC2)Oc2ncc(-c3ccccc3)cc2C1=O	-0.7&1.1
CC(C)(C)[S@@](=O)N1Cc2cc(C(=O)NCCN3CCCCC3)nc(-c3cccc(-c4cccc(C#N)c4)c3)c2[C@H]1CCO	-1.7
COc1ccc(-c2ccc([C@H]3[C@H](CO)N4CCCCN(C(=O)Cc5ccncc5)C[C@@H]34)cc2)cc1	-0.1
Cc1ccc(S(=O)(=O)N(C)C[C@H]2Oc3c(NC(=O)C4CC4)cccc3C(=O)N([C@H](C)CO)C[C@H]2C)cc1	-0.1
CCC(=O)N1C[C@H]2[C@@H](c3ccccc31)[C@H](CO)N2C(=O)CC	-1.3
COc1ccc(CNC(=O)C[C@H]2C=C[C@H](NC(=O)CN(C)C)[C@@H](CO)O2)cc1	0.8
CC(C)NC(=O)N1[C@@H](C#N)[C@H](c2ccc(C#CC3CC3)cc2)[C@@H]1CO	-0.1
O=C(C[C@@H]1CC[C@H](NC(=O)c2cccnc2)[C@@H](CO)O1)NCc1ccc(Cl)c(Cl)c1	-0.2
O=C(Nc1ccccc1F)N[C@@H]1CC[C@H](CCNC(=O)C2CCCCC2)O[C@@H]1CO	1.3
COc1ccccc1CNC(=O)C[C@@H]1CC[C@@H](NC(C)=O)[C@@H](CO)O1	-1.6
CCC(=O)N1[C@@H]2c3cccc(=O)n3C[C@H]1[C@H](CO)[C@H]2C(=O)NCc1ccccc1	1.0
COCC(=O)N(C)C[C@H]1Oc2ncc(C#Cc3ccc(OC)cc3)cc2C(=O)N([C@@H](C)CO)C[C@H]1C	-1.0
C[C@@H]1CN([C@H](C)CO)C(=O)c2cc(-c3ccccc3F)cnc2O[C@H]1CN(C)C(=O)c1ccccn1	-1.3
C[C@@H]1CCCCO[C@@H](CN(C)C(=O)Nc2ccc3c(c2)OCO3)[C@H](C)CN([C@H](C)CO)C(=O)c2cc(NS(=O)(=O)c3cccs3)ccc2O1	0.1
C[C@@H]1CN([C@H](C)CO)C(=O)c2cc(NC(=O)Nc3ccccc3)ccc2O[C@@H](C)CCCCO[C@@H]1CN(C)C(=O)Cc1ccccc1	1.0
COCC#Cc1ccc([C@H]2[C@H]3CN(S(=O)(=O)c4ccc(OC)cc4)CCCCN3[C@H]2CO)cc1	0.4
C[C@H](CO)N1C[C@H](C)[C@H](CN(C)S(=O)(=O)c2ccc(F)cc2)Oc2ccc(NC(=O)NC3CCCCC3)cc2C1=O	-0.2
C[C@@H]1CN([C@H](C)CO)C(=O)c2cc(-c3ccccc3F)cnc2O[C@H]1CN(C)C(=O)C1CCC1	-0.6
COc1ccc(NC(=O)Nc2ccc3c(c2)CC(=O)N([C@H](C)CO)C[C@H](C)[C@H](CN(C)Cc2ccc(C(=O)Nc4ccccc4N)cc2)O3)cc1	-0.5
O=C(C[C@@H]1CC[C@H]2[C@@H](COC[C@@H](O)CN2Cc2cc(F)ccc2F)O1)N[C@@H]1CCN(Cc2ccccc2)C1	-1.4
CCCNC(=O)N1C[C@H](O)COC[C@H]2O[C@H](CC(=O)OC)CC[C@@H]21	0.4
C[C@H](CO)N1C[C@H](C)[C@@H](CN(C)S(=O)(=O)c2cccs2)OCCCC[C@H](C)Oc2ccc(NS(=O)(=O)c3cn(C)cn3)cc2C1=O	2.1
C[C@@H]1CN([C@@H](C)CO)S(=O)(=O)c2ccc(C#CC3(O)CCCC3)cc2O[C@@H]1CN(C)C(=O)Nc1cccc(F)c1	1.9
CCC(=O)N(C)C[C@@H]1Oc2ncc(C#Cc3cccnc3)cc2C(=O)N([C@H](C)CO)C[C@H]1C	-5.3
CN1C(=O)c2cc(NS(C)(=O)=O)ccc2OC[C@@H]2O[C@H](CC(=O)NCc3ccc(-c4ccccc4)cc3)CC[C@@H]21	0.3
CO[C@H]1CN(C)C(=O)c2cc(NC(=O)NC(C)C)ccc2OC[C@H](C)N(CC2CC2)C[C@H]1C	-1.3
C[C@@H]1CCCCO[C@H](CN(C)Cc2ccc(C(=O)O)cc2)[C@@H](C)CN([C@@H](C)CO)C(=O)c2cc(NC(=O)CCC(F)(F)F)ccc2O1	0.4
CN1C(=O)c2cc(NS(=O)(=O)c3ccccc3Cl)ccc2OC[C@@H]2O[C@H](CC(=O)O)CC[C@H]21	-0.6

Four compounds from above, arranged by length of the SMILES, ascending.
SMILES	TcdB GH inh
CCC(=O)N(C)C[C@@H]1Oc2ncc(C#Cc3cccnc3)cc2C(=O)N([C@H](C)CO)C[C@H]1C	-5.3
C[C@H](CO)N1C[C@H](C)[C@H](CN(C)C(=O)NC2CCCC2)Oc2ncc(-c3ccccc3)cc2C1=O	-0.7&1.1
C[C@@H]1CN([C@H](C)CO)C(=O)c2cc(-c3ccccc3F)cnc2O[C@H]1CN(C)C(=O)c1ccccn1	-1.3
C[C@H](CO)N1C[C@H](C)[C@H](CN(C)CC2CC2)OCCCC[C@H](C)Oc2ccc(NC(=O)C3CCCCC3)cc2C1=O	-2.2

Further records follow.
SMILES	TcdB GH inh
CN1CCN(C(=O)C[C@H]2CC[C@H]3[C@@H](COC[C@@H](O)CN3Cc3ccc(Oc4ccccc4)cc3)O2)CC1	-0.9
C[C@H](CO)N1C[C@H](C)[C@H](CN(C)C(=O)C2CC2)Oc2ncc(C#Cc3ccccc3F)cc2C1=O	0.2
O=C(C1CCCC1)N1CC2(C1)[C@H](c1ccccc1)[C@@H](CO)N2CC1CC1	0.1
CO[C@@H]1CN(C)C(=O)c2cc(NC(=O)c3ccno3)ccc2OC[C@H](C)NC[C@H]1C	0.2
N#Cc1ccc(-c2ccc(C3[C@@H]4CN(C(=O)c5ccccn5)C[C@H]3N4)cc2)cc1 (some centres undefined)	0.0&-0.1
COc1ccc(S(=O)(=O)N(C)C[C@@H]2Oc3ccc(NS(=O)(=O)c4ccc(F)cc4)cc3CC(=O)N([C@H](C)CO)C[C@H]2C)cc1	0.5
COc1ccc(NC(=O)N(C)C[C@@H]2OCCCC[C@H](C)Oc3ccc(NS(=O)(=O)c4ccc(F)cc4)cc3C(=O)N([C@@H](C)CO)C[C@@H]2C)cc1	1.2
C=CCNC(=O)[C@H]1[C@@H]2C(=O)O[C@@H](c3ccccc3)[C@@H](c3ccccc3)N2[C@@H](c2ccc(O)cc2)[C@]12C(=O)N(C(=O)OCCOC)c1ccc(C#Cc3ccc(OC)cc3)cc12	1.6
C[C@H]1CN([C@@H](C)CO)C(=O)c2cccc(NC(=O)c3ccc(-c4nccs4)cc3)c2O[C@H]1CN(C)Cc1ccccc1	-0.4
Cc1ccc(S(=O)(=O)N[C@@H]2CC[C@@H](CC(=O)NCCc3ccncc3)O[C@H]2CO)cc1	-0.8
C[C@@H]1CN([C@@H](C)CO)S(=O)(=O)c2ccc(C3=CCCC3)cc2O[C@@H]1CN(C)C(=O)CN(C)C	-0.6
CN1c2ccc(-c3ccc(C#N)cc3)cc2[C@@H]2[C@@H](CCN2C(=O)Nc2cccc(F)c2)[C@@H]1CO	1.0
C[C@@H]1CN([C@@H](C)CO)C(=O)c2cc(NS(=O)(=O)c3ccc(F)cc3)ccc2O[C@@H](C)CCCCO[C@H]1CN(C)C(=O)CCC(F)(F)F	-0.4
C[C@H]1CN([C@@H](C)CO)C(=O)c2cc(NC(=O)c3ccncc3)ccc2O[C@@H]1CN(C)C(=O)Nc1cccc2ccccc12	0.9
Cc1ccc(S(=O)(=O)N[C@H]2CC[C@H](CC(=O)N3CCN(c4ccccc4)CC3)O[C@@H]2CO)cc1	-1.3
C[C@H](CO)N1C[C@H](C)[C@H](CN(C)C(=O)NC2CCCC2)OCc2cnnn2CCCC1=O	0.8
COc1ccccc1NC(=O)N1CCCCN2[C@H](CO)[C@@H](c3ccc(-c4cccc(C#N)c4)cc3)[C@H]2C1	0.9
CCNC(=O)[C@H]1[C@H](CO)[C@H]2Cn3c(ccc(-c4cccc(F)c4)c3=O)[C@H]2N1Cc1nccs1	-0.9
COc1ccc(CN2C[C@@H](C)[C@@H](OC)CN(C)C(=O)c3cc(NC(C)=O)ccc3OC[C@@H]2C)cc1	0.7
C[C@@H]1CN([C@@H](C)CO)C(=O)c2cc(NS(C)(=O)=O)ccc2O[C@@H](C)CCCCO[C@H]1CN(C)S(=O)(=O)c1cccs1	0.1
CCCNC(=O)[C@@H]1c2ccccc2C(=O)N(Cc2ccccc2OC)[C@H]1c1ccc(CO)cc1	-1.1
O=C(C[C@H]1CC[C@H](NC(=O)CCN2CCCCC2)[C@H](CO)O1)Nc1ccccc1	-0.6

Taken from above:
For TcdB GH inh, CCC(=O)N1[C@@H]2c3cccc(=O)n3C[C@H]1[C@H](CO)[C@H]2C(=O)NCc1ccccc1 reads 1.0
For TcdB GH inh, CO[C@H]1CN(C)C(=O)c2cc(NC(=O)NC(C)C)ccc2OC[C@H](C)N(CC2CC2)C[C@H]1C reads -1.3
For TcdB GH inh, CCCNC(=O)N1C[C@H](O)COC[C@H]2O[C@H](CC(=O)OC)CC[C@@H]21 reads 0.4
For TcdB GH inh, C[C@@H]1CN([C@H](C)CO)C(=O)c2cc(NC(=O)NC3CCCCC3)ccc2O[C@@H]1CN(C)S(C)(=O)=O reads -0.1

A portion of the library (hit frequency here may not be typical).
